High-throughput results: PubChem BioAssay, several laboratories
WT yeast gro inh = growth inhibition of WT yeast, mitochondrial fusion screen. mitochondrial fusion phenotypic screen, WT strain. inhibition, % at 10 µM. actives 2.1% (n = 190,000); in the data active = inhibition above about 58%; tested in S. cerevisiae
MT stabilizer = stabilizes microtubules in HeLa cells; HeLa tubulin immunostaining HCS, 24 h; share of cells brighter than vehicle mean+2SD; % tubulin-high responders, % at 10 µM; actives 0.83% (n = 200,000);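 active = plate Z-score above 3 for both tubulin-high and condensed-nucleus cell shares, with cell loss under 80%, at 10 µM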;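 also: anti alpha tubulin signal scored within the nucleus-defined area of each cell; some results filed as inactive read as strong as hits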
Autophagy mod = modulators of autophagy | MEF GFP-LC3 puncta imaging; test concentration mostly 10 µM | calls only at 10 µM (by protocol) | actives 0.98% (n = 190,000) | AID 463193;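 active = percentage of spot-positive cells more than 3 SD above its plate mean, without a fluorescence outlier flag or 80% toxicity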;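 also: spot-positive cell cutoff set from DMSO-treated cells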
Lipid droplet = modulators of hepatic lipid droplet formation; AML12 mouse hepatocytes, oleate lipid droplets, BODIPY imaging; actives 0.4% (n = 240,000); inhibition, % at 6.5 µM; AID 1656;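 active = lipid droplet intensity inhibited by at least 50%, with more than 500 cells counted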
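Material – AML12 mouse liver cells · Also added – oleate loading, 100 µM · Compound dosing – 6.5 µM single-point dosing · Times – overnight treatment with compound plus oleate · Measured by – fluorescence imaging, 20x objective, two fields per well · Read-out – percent inhibition of filter-corrected integrated lipid droplet intensity per well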
ER stress rescue = protection against thapsigargin-triggered cell killing – 384-well, CSM14.1, ATP luminescence, primary screen (AID 1222). one-dose cellular ATP content (survival), % at 20 µM; EC50 in µM for titrated hits. 190,000 tested, under 10 active. CSM14.1 thapsigargin-induced death rescue, ATP luminescence; higher % means a stronger effect;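 active = EC50 below 50 µM in the dose-response confirmation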;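 also: death triggered by thapsigargin at about 15 µM added after 2 h compound pretreatment; cell ATP read after overnight thapsigargin exposure of roughly 18 to 22 hours; normalized against plate controls of thapsigargin alone and 5% DMSO vehicle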
XIAP displacement = XIAP antagonists, biochemical, IAP family, fluorescence polarization (AID 1018). XIAP BIR domain, fluorescence polarization peptide displacement; higher % means a stronger effect. one-dose displacement, % at 20 µM; IC50 in µM for titrated hits. actives 0.007% (n = 200,000); in the data active = displacement above about 50%; also: a part of the inactive calls stands beside numbers as strong as those of hits
Dynein cargo inh = dynein cargo transport inhibition; 3617.4 mouse cells, GR-EGFP nuclear translocation imaging; test concentration mostly 20 µM; stimulated with dexamethasone, 1 µM; active compounds read low; actives 0.47% (n = 220,000); z-score, hits read low; AID 1381;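 active = plate z-score of nuclear minus cytoplasmic receptor signal below a set negative limit, without overly bright fluorescence or cell loss, cut at about -3.5 in these data, passing the limit was not always enough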;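 also: z-score of nuclear minus cytoplasmic ring GR-EGFP intensity difference per well; some compounds called inactive have numbers as strong as hits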
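Medium: Induction medium lacking tetracycline, stripped serum | Probe or stimulus: 1.0 µM final dexamethasone stimulus | Schedule: 48 h induction, then 1 h compound, then 30 min agonist, 37 °C | Signal: Automated 10x imaging of fixed Hoechst-stained cells | Evaluation: Per-cell GR-EGFP intensity, nucleus versus surrounding cytoplasmic ring, well-averaged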
Ins promoter up = MIN6 insulin promoter up-regulation; MIN6 insulin promoter-GFP reporter, high-content imaging; active compounds read high; z-score at 5 µM; actives 0.3% (n = 190,000);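 active = z-score above 3 at 5 µM with at least 500 cells counted in the well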
bCat nuc transl = alters nuclear translocation of beta-catenin in HeLa cells; actives 0.3% (n = 190,000); immunofluorescence imaging; nuclear translocation activity, % at 5 µM;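 active = nuclear translocation activity above 50% at 5 µM, with a well cell count of 50 or more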;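 also: per-cell ratio of nuclear to cytoplasmic median beta-catenin stain intensity; plate controls were DMSO negative control for no effect and GSK-3 inhibitor IX positive control for full effect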
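Test system: human HeLa cells, endogenous beta-catenin. Times: 24 h compound exposure, 37°C. Measured by: beta-catenin immunofluorescence imaging with DAPI.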
WT yeast gro inh mutant strain = recorded beside WT yeast gro inh, whose call it bears; inhibition, %; mitochondrial fusion phenotypic screen, mutant strain inhibition
Dynein cargo inh cytoplasmic EGFP = further read-out of Dynein cargo inh, marked with its call; z-score; measured here: cytoplasmic GR-EGFP intensity; active compounds read high
Dynein cargo inh nuclear GR-EGFP = second read-out of Dynein cargo inh, no call of its own (marks repeat the call); z-score; measured here: nuclear GR-EGFP intensity;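 lower value marks the stronger effect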
Dynein cargo inh cell count = also measured in Dynein cargo inh; calls as there; z-score; measured here: cell count per field
Ins promoter up cell count = further read-out of Ins promoter up, marked with its call; cell count; measured here: cytotoxicity, nuclei count;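 total cells summed across four imaged fields per well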
Lipid droplet cells 6.5 µM = recorded beside Lipid droplet, whose call it bears; cell count; measured here: cell count, cytotoxicity flag;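 cells counted across two imaged fields per well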
bCat nuc transl cell count 5 µM = recorded beside bCat nuc transl, whose call it bears; cell count; measured here: cell count, cytotoxicity flag
MT stabilizer Hoechst-high % = recorded beside MT stabilizer, whose call it bears; % Hoechst-high responders; measured here: nuclear condensation Hoechst responders;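 share of cells brighter than vehicle mean plus two SD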
MT stabilizer cytotoxicity % = further read-out of MT stabilizer, marked with its call; toxicity, %; measured here: cytotoxicity by cell density;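 0% = mean cell density of plate MIN control wells and 100% = no cells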
Autophagy mod cell loss 18 h = further read-out of Autophagy mod, marked with its call; toxicity, %; measured here: cell loss, nuclei count;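 cell loss after 18 h compound exposure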
Active calls of the source: *; i = inactive; / = not tested or not shown.

canonical_smiles	WT yeast gro inh	WT yeast gro inh mutant strain	MT stabilizer	MT stabilizer Hoechst-high %	MT stabilizer cytotoxicity %	Autophagy mod	Autophagy mod cell loss 18 h	Lipid droplet	Lipid droplet cells 6.5 µM	ER stress rescue	XIAP displacement	Dynein cargo inh	Dynein cargo inh cytoplasmic EGFP	Dynein cargo inh nuclear GR-EGFP	Dynein cargo inh cell count	Ins promoter up	Ins promoter up cell count	bCat nuc transl	bCat nuc transl cell count 5 µM
Brc1ccc(CSc2ncn[nH]2)cc1	3	-5	4.5	3.3	8.3	i	-5	/	/	0.8%	-0.5%	-0.33	-0.21	0.12	-0.072	0.28	960	0.5	1129
COCc1cc(C)nc(OCC(=O)N/N=C/c2ccc(O)cc2)c1C#N	12	10	2.8	2.4	1.3	i	-10	/	/	-3.3%	-1.7%	0.89	-0.16	0.37	-1.8	0.18	1280	/	/
O=C(NCc1ccccc1)c1ccc(-c2ccc(F)cc2)o1	22	13	2.3	1.9	5.2	i	33	-4	761	7.7%	-2.3%	0.8	-0.11	0.38	-0.32	0.98	821	-2.2	1151
O=C(c1ccccc1)c1cc2ccc(O)cc2oc1=O	-4	-4	3.2	1.5	1.5	i	2	/	/	-0.9%	-4.3%	1.1	-0.11	0.0027	-0.48	1.7	1388	-0.5	1435
CCO[C@H]1OC(C(=O)O)=C[C@@H](C2CC2)[C@@H]1CCCO	7	3	2.6	1.2	6.9	i	15	14	740	0.1%	-1.1%	-0.79	-0.23	-0.13	0.65	1	1436	-1.7	1203
CCN(CC)c1nc(N)nc(NS(=O)(=O)c2ccc(Cl)cc2)n1	20	9	1.8	1.3	8.5	i	5	/	/	-0.6%	-2.3%	-0.15	-0.24	0.15	0.16	0.7	1174	0.7	1100
Nn1c(SCc2cccc(C(F)(F)F)c2)nnc1-c1ccco1	21	8	1.8	2.0	8.2	i	7	/	/	-1.8%	-3.3%	-0.63	-0.21	-0.15	1.2	1.6	1035	0.5	651
Cc1oncc1C(=S)Nc1ccccc1	0	14	4.5	2.8	5.2	i	8	/	/	-1.9%	-4.9%	-0.3	-0.015	0.12	0.017	0.71	1339	1.5	1161
COc1ccccc1N1CCN(C(c2ccc(F)cc2)c2nnnn2C(C)C)CC1 (stereo not drawn)	-3	-15	3.2	2.4	8.0	i	14	/	/	5.5%	-3.7%	1.4	-0.16	1.3	-0.036	-0.64	1411	-1.2	1093
CCOC(=O)Cc1csc(NC(=O)c2cccc(OC)c2)n1	-2	-19	0.9	2.0	1.5	i	10	-2	758	-2.2%	-0.6%	0.59	-0.26	0.48	0.36	-0.17	1236	-0.5	991
C=CCn1c(Oc2cccc(C)c2)nc2c1c(=O)n(C)c(=O)n2C	-7	-4	0.9	2.1	7.1	i	-39	-5	664	1.8%	-4.2%	-0.17	-0.27	-0.085	0.46	/	/	1.0	457
CC(=O)N1CN(S(=O)(=O)c2ccc(C)cc2)CC1C (stereo not drawn)	-3	-1	1.1	0.8	5.8	i	-5	0	786	-0.1%	-1.3%	-0.17	-0.22	0.1	0.13	0.25	916	/	/
O=[N+]([O-])c1cccc2ccc(/C=C/c3ccc(F)cc3)nc12	15	29	5.1	2.8	8.1	i	-2	-21	557	-0.2%	-6.6%	0.44	-0.17	0.79	-1.5	-0.18	1194	3.4	754
N=c1c(S(=O)(=O)c2ccccc2)cc2c(=O)n3ccccc3nc2n1Cc1ccco1	3	12	6.6	3.1	6.4	i	20	/	/	0.5%	-4.1%	-0.53	-0.21	0.061	0.45	0.12	1052	-1.4	1103
Cc1nc2ccccc2nc1CN1CCC(CO)(CC2CCCCO2)CC1 (stereo not drawn)	4	5	4.3	2.1	4.4	i	7	-2	703	-1.0%	-7.3%	-0.68	-0.26	-0.23	0.64	-0.1	1324	-1.9	942
CCOC(=O)c1c(NC(=O)C2C3C=CC(C3)C2C(=O)O)sc2c1CC(C)CC2 (stereo not drawn)	17	14	3.2	2.3	0.8	i	-1	12	649	-0.2%	-7.6%	0.051	-0.24	-0.1	0.38	/	/	0.3	1520
CSCCC(NC(=O)c1cccc([N+](=O)[O-])c1)C(=O)O (stereo not drawn)	12	11	4.6	1.5	4.1	i	3	-6	567	-2.3%	-6.1%	-0.18	-0.24	-0.1	1.2	-0.28	1312	-3.6	1195
O=C(CCCn1c(=S)[nH]c2ccsc2c1=O)Nc1ccc2c(c1)OCCO2	-2	-16	2.5	2.9	3.6	i	-2	-16	642	-2.9%	-6.1%	0.64	-0.081	0.73	-1.1	-0.06	1256	-1.7	1109
COc1ccccc1[C@@H]1C(c2cccc(Cl)c2)=NN(c2ccccc2)[C@H]1C(=O)N1CCOC1=O	10	-4	3.4	1.7	8.9	i	-7	-23	691	-0.6%	-2.7%	0.35	-0.3	0.46	0.45	-0.17	1126	/	/
COC(=O)c1c(NC(=O)CN2CCC3(O)CCCCC3C2c2cc(OC)ccc2OC)sc(C)c1C (stereo not drawn)	74*	7.0*	2.7	1.4	1.2	i	-11	5	654	-0.3%	-0.2%	-0.26	-0.27	-0.48	0.56	-0.23	1277	-1.6	551

Complete entries, quoted from the list. Order of values: WT yeast gro inh, WT yeast gro inh mutant strain, MT stabilizer, MT stabilizer Hoechst-high %, MT stabilizer cytotoxicity %, Autophagy mod, Autophagy mod cell loss 18 h, Lipid droplet, Lipid droplet cells 6.5 µM, ER stress rescue, XIAP displacement, Dynein cargo inh, Dynein cargo inh cytoplasmic EGFP, Dynein cargo inh nuclear GR-EGFP, Dynein cargo inh cell count, Ins promoter up, Ins promoter up cell count, bCat nuc transl, bCat nuc transl cell count 5 µM
`C=CCn1c(Oc2cccc(C)c2)nc2c1c(=O)n(C)c(=O)n2C` in the list: -7, -4, 0.9, 2.1, 7.1, i, -39, -5, 664, 1.8%, -4.2%, -0.17, -0.27, -0.085, 0.46, /, /, 1.0, 457
`O=C(NCc1ccccc1)c1ccc(-c2ccc(F)cc2)o1` in the list: 22, 13, 2.3, 1.9, 5.2, i, 33, -4, 761, 7.7%, -2.3%, 0.8, -0.11, 0.38, -0.32, 0.98, 821, -2.2, 1151

Arranged by value in XIAP displacement (descending): 3 from the list above
| SMILES | XIAP displacement |
| --- | --- |
| Brc1ccc(CSc2ncn[nH]2)cc1 | -0.5% |
| CCO[C@H]1OC(C(=O)O)=C[C@@H](C2CC2)[C@@H]1CCCO | -1.1% |
| COc1ccccc1N1CCN(C(c2ccc(F)cc2)c2nnnn2C(C)C)CC1 (stereo not drawn) | -3.7% |

(next part)
canonical_smiles	WT yeast gro inh	WT yeast gro inh mutant strain	MT stabilizer	MT stabilizer Hoechst-high %	MT stabilizer cytotoxicity %	Autophagy mod	Autophagy mod cell loss 18 h	Lipid droplet	Lipid droplet cells 6.5 µM	ER stress rescue	XIAP displacement	Dynein cargo inh	Dynein cargo inh cytoplasmic EGFP	Dynein cargo inh nuclear GR-EGFP	Dynein cargo inh cell count	Ins promoter up	Ins promoter up cell count	bCat nuc transl	bCat nuc transl cell count 5 µM
CC(C)Cn1cnc2c(c1=O)c1nc3ccccc3nc1n2Cc1ccc2c(c1)OCO2	2	-10	3.1	1.8	7.6	i	-11	-1	774	-1.9%	-5.6%	-0.86	-0.19	0.11	0.69	0.37	1412	/	/
CCN(CC)C(=O)CSc1nc2c(sc(=S)n2CC)c(=O)n1-c1ccccc1	-1	2	1.2	0.9	9.3	i	25	/	/	0.6%	-6.0%	-0.88	-0.049	-0.21	1.1	0.38	977	/	/
Cc1cccc(N=Nc2c(O)[nH]c3ccc(F)cc23)c1	12	25	2.1	1.5	6.6	i	-1	3	648	1.4%	0.2%	-1.3	-0.035	-0.48	0.35	-0.36	1346	0.2	1087
O=C(CCCN1C(=O)c2cccc3cccc(c23)C1=O)N1CCc2ccccc2C1	0	1	1.9	2.2	10	i	3	/	/	2.7%	-8.4%	-1.1	-0.18	-1.3	-0.5	-0.36	1641	-1.7	1377
CCCC(=O)Nc1ccc(Sc2ccc([N+](=O)[O-])cc2)cc1	16	6	0.6	1.8	7.6	i	-2	-1	681	-2.3%	-1.6%	-0.27	-0.18	-0.45	0.29	-0.41	1899	-6.3	1160
CC(C)[C@H](NC(=O)Nc1ccc(S(N)(=O)=O)cc1)C(=O)O	0	1	4.5	2.5	10	i	8	/	/	-1.5%	0.0%	-0.13	-0.17	0.26	-0.76	-0.64	1301	0.1	1092
CCOC(=O)c1cc(CC)sc1NC(=O)COc1ccc2c(C)cc(=O)oc2c1	-6	3	6.0	1.5	3.6	i	0	-5	576	-0.6%	-7.0%	-0.34	-0.21	0.0049	1.1	-0.37	1301	2.0	1091
Cc1ccc(N(C(C)C(=O)Nc2ccc(S(=O)(=O)N3CCOCC3)cc2)S(C)(=O)=O)cc1C (stereo not drawn)	0	-5	2.8	3.2	28	i	2	2	772	3.5%	-4.1%	0.19	-0.058	0.3	0.51	0.06	1310	1.1	1160
